Bioassay records: PubChem, Sanford-Burnham Center for Chemical Genomics
hIAP activ – human IAP activation | P09923 | purified human IAP, CDP-Star luminescence, 30 min; stronger effect = higher value; 1 = vehicle-only enzyme, 0 = enzyme-free background | activation factor at 10 µM | 330,000 tested, 0.16% active;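 active = activation factor of the enzyme at least 2-fold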; note: the source names both 10 and 20 µM as test concentration; values of inactives mirror those of a sister screen read the other way
HKDC1 inhibitor – HKDC1 (human) hexokinase inhibition; Q2TB90; 340,000 tested, 0.16% active; recombinant HKDC1, G6PDH/diaphorase resazurin coupled fluorescence; inhibition, % at 20 µM;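 active = inhibition above about 35% when tested at 20 µM, limit read from the data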;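 note: plate controls were DMSO wells with enzyme for no effect and DMSO wells lacking enzyme for full effect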
Target sequence (Q2TB90 whole entry, looked up): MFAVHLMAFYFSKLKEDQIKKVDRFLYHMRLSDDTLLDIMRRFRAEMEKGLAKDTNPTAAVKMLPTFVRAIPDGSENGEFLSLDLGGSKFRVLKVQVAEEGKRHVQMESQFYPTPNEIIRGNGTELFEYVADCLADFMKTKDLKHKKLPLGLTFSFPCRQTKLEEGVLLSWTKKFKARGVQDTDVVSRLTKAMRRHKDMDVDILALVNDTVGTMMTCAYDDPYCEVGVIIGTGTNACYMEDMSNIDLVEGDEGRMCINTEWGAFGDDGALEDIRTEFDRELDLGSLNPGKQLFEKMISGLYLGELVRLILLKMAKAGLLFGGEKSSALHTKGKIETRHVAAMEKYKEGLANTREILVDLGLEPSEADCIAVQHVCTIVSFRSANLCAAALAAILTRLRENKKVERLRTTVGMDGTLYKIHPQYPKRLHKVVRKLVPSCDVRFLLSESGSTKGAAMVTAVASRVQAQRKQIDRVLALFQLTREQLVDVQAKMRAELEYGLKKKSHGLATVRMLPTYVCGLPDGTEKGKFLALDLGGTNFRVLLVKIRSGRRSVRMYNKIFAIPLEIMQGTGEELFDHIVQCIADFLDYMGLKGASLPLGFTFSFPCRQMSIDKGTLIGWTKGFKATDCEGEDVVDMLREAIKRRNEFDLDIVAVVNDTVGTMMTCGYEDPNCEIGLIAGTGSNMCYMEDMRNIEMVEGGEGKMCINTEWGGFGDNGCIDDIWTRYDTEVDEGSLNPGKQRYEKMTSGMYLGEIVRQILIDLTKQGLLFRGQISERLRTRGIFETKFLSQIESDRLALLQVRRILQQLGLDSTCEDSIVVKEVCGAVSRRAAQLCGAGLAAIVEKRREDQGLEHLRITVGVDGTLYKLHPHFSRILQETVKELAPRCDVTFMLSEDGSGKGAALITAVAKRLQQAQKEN
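Test system: Recombinant HKDC1 (HK5) hexokinase enzyme, produced in-house | Input: HKDC1 at 5 µg/mL | Buffer or medium: Tris pH 8.0 buffer with MgCl2, Tween-20, BSA, BME | Schedule: 90 min reaction incubation at room temperature, dark | Technique: Resazurin-to-resorufin fluorescence via G6PDH and diaphorase coupling, 525/613 nm | Controls: DMSO wells with and without enzyme mix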
mIAP activ – mouse IAP activation; AID 2805; muIAP, CDP-Star luminescence, 30 min; stronger effect = higher value; 1 = vehicle-only enzyme signal, 0 = enzyme-free wells; 330,000 tested, 0.24% active; activation factor at 10 µM;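 active = activation factor of at least 2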; note: the source names both 10 and 20 µM as test concentration; values of inactives mirror those of a sister screen read the other way
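Assay system: mouse IAP enzyme; Reagent: CDP-Star chemiluminescent phosphatase substrate; Compound: DMSO-dissolved test compounds; Incubation: 30 min, room temperature; Technique: luminescence from enzymatic CDP-Star hydrolysis; Controls: DMSO-only wells and no-enzyme negative control.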
hIAP inh – blocks human intestinal alkaline phosphatase | AID 2544 | P09923 | 330,000 tested, 0.12% active | inhibition, % at 10 µM | purified IAP, CDP-Star luminescence, 30 min;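 active = inhibition reaching a set limit with compound at 10 µM in the primary screen, cut at about 35% in these data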;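 note: plate controls were DMSO wells with enzyme for no effect and no-enzyme buffer wells for full effect; values of inactives mirror those of a sister screen read the other way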
mIAP block – blocks mouse intestinal alkaline phosphatase. purified mouse IAP, CDP-Star luminescence, 30 min. inhibition, % at 10 µM. 330,000 tested, 0.2% active;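 active = inhibition of at least 40% at 10 µM in the primary screen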;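 note: plate controls were DMSO with enzyme for no effect and no enzyme wells for full effect; values of inactives mirror those of a sister screen read the other way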
APOBEC3A inh – human APOBEC3A DNA deaminase inhibition | 330,000 tested, 0.41% active | AID 493011 | recombinant A3A, FAM/TAMRA ssDNA deamination fluorescence | inhibition, % at 20 µM;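 active = at least 40% inhibition at 20 µM here, with at most 30% in a related deaminase screen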;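 note: plate controls were A3A with DMSO for no effect and wells lacking A3A enzyme for full effect; some results filed as inactive read as strong as hits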
ATG4B inh – ATG4B (human) cysteine protease inhibition. inhibition, % at 8.33 µM. AID 504462. ATG4B cleavage of LC3-PLA2, NBD-HPC fluorescence, 1 h. 340,000 tested, 0.51% active; in the data active = inhibition above about 40%
PfGluPho inh – PfG6PD (Plasmodium falciparum) enzyme inhibition | PfGluPho enzyme, NADPH resazurin-diaphorase fluorescence | inhibition, % at 20 µM | 350,000 tested, 0.78% active | AID 504690;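 active = inhibition reaching at least a set limit at 20 µM in the primary screen, cut at about 59% in these data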;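 note: 0% = DMSO wells with substrate and 100% = DMSO wells lacking glucose-6-phosphate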
* hit, by the source's call.

structure	hIAP activ	HKDC1 inhibitor	mIAP activ	hIAP inh	mIAP block	APOBEC3A inh	ATG4B inh	PfGluPho inh
COc1ccc(C/C(N)=N/OC(C)=O)cc1OC	1.04	-8.1	0.976	-3.6	2.4	-2.7	-7.3	-0.6
O=C(CN1C(=O)/C(=C/c2ccccc2Cl)SC1=S)NC1CCS(=O)(=O)C1 (configuration not stated)	1.02	-22.9	0.908	-2.2	9.2	-1.1	-6.2	-17.0
CCc1cc(C(=O)OC)c(NC(=O)CN2CCN(C(=O)c3ccco3)CC2)s1	1.25	-8.4	1.02	-25.1	-1.7	1.8	1.3	-4.0
CSC(=CC(=O)c1ccccc1)SC	0.947	-3.8	0.893	5.3	10.7	-1.0	-7.6	9.0
CC(=O)Nc1cc([N+](=O)[O-])ccc1N1CCOCC1	0.835	-8.5	0.929	16.5	7.1	-4.2	-1.9	-12.3
COc1ccc(NS(=O)(=O)CC23CCC(CC2=O)C3(C)C)cc1 (configuration not stated)	0.874	-6.5	1.04	12.6	-3.7	1.9	-6.3	5.4
O=C(NCCc1ccccc1)Nc1ccc(Cl)cc1	0.928	-4.9	1.45	7.2	-45.4	-6.4	0.7	3.1
COc1ccc(C(=O)N/C(=C\c2ccco2)C(=O)OCc2ccco2)cc1	1.02	10.3	0.982	-2.3	1.8	-1.2	-2.1	-10.9
O=C(/C(=C/c1ccc(Cl)cc1)c1nc2ccccc2[nH]1)c1ccccc1	0.967	1.8	0.919	3.4	8.1	0.5	-4.6	-7.8
Nc1ccc(S(=O)(=O)Nc2ccc(S(N)(=O)=O)cc2)cc1	0.905	-9.9	1.02	9.5	-2.4	2.4	-2.5	-3.1
COc1cc(NC(=S)NC(=O)c2ccco2)ccc1NC(=O)C(C)C	0.991	-3.0	0.947	0.9	5.3	0.8	-5.7	0.2
O=c1[nH]c2cc3c(cc2cc1CN(Cc1nnnn1C1CCCC1)C1CCCC1)OCCO3	1.15	4.1	0.996	-15.1	0.4	-2.9	-1.9	17.6
NC(=O)c1ccccc1NC(=O)/C=C/c1ccc(Cl)cc1	0.918	15.2	0.891	8.2	10.9	-3.1	-1.9	14.2
C=CCn1c(SCC(=O)c2ccc(Cl)s2)nc2ccccc2c1=O	0.956	-3.3	0.951	4.4	4.9	-3.3	-4.1	11.3
COCCN(CCOC)C(=O)c1ccc(CSc2nc3ccccc3s2)cc1	1.21	3.0	1.01	-21.0	-1.3	-0.5	-13.0	0.1
Cc1nc2cc(Cl)ccc2c(=O)n1Cc1ccncc1	1.03	5.1	0.964	-3.3	3.6	-0.3	-6.5	-1.4
CC1Cc2cc(/C(O)=C3/C(=O)C(=O)N(CCCn4ccnc4)C3c3ccc(Br)cc3)ccc2O1 (configuration not stated)	1.42	9.9	0.979	-41.8	2.1	-3.9	-10.9	-30.9
COc1cc(N2CCCC2)ccc1[N+](=O)[O-]	0.776	-5.5	0.896	22.4	10.4	1.0	2.9	-13.1
CCc1nnc(NC(=O)c2ccc(Cl)c(S(=O)(=O)N3CCc4ccccc43)c2)s1	0.742	3.7	0.861	25.8	13.9	15.1	4.3	-30.9
Cc1cccc(OCCN2CCOCC2)c1C	0.979	-2.5	0.932	2.1	6.8	0.1	-2.3	5.3
CCc1ccc(CNc2ccc3c(c2)ncn3C)cc1	0.89	1.0	1.05	11.0	-4.8	6.3	-0.8	30.1
Cc1ccccc1C(=O)c1cccn1CC(=O)NC(C)CCc1ccccc1 (configuration not stated)	0.817	-3.3	1	18.3	-0.5	-0.1	5.4	-8.4
C=CCN1C(=O)c2ccc(C(=O)NCCc3ccc(F)cc3)cc2C1=O	1.2	-0.3	1.04	-19.8	-4.5	0.0	0.4	8.8
COc1ccc(Br)cc1CNC(=O)C1CCCN(c2nc3ccccc3o2)C1 (configuration not stated)	0.946	13.8	1.22	5.4	-21.5	0.0	63.6*	-4.2
CCOC(=O)c1c(C)nsc1NC(=O)c1ccco1	0.928	-1.6	0.922	7.2	7.8	-4.1	2.3	13.6
CC(C)(C)c1ccc(C(=O)NCC(=O)O)cc1	0.891	-2.6	1.04	10.9	-4.2	2.8	4.6	-9.9
COc1cc(/C=C/C(=O)OCC(=O)N2CCN(C(=O)c3ccco3)CC2)ccc1O	0.737	-11.1	1.01	26.3	-1.2	-1.6	-9.8	0.7
O=C(NC(=S)N1CCCCCC1)c1ccc(Cl)cc1Cl	1.04	-6.4	1.02	-4.5	-1.7	-0.4	6.4	1.7
Cc1cccc(OCCCC(=O)Nc2nccs2)c1	0.986	-8.4	1	1.4	-0.1	-1.6	0.1	-14.8
O=C(Nc1ccccc1Cl)C1CCCN(S(=O)(=O)c2ccc(F)cc2)C1 (configuration not stated)	1.07	4.3	1	-6.6	-0.2	-4.0	-8.2	2.1

Assay codes – A = hIAP activ; B = HKDC1 inhibitor; C = mIAP activ; D = hIAP inh; E = mIAP block; F = APOBEC3A inh; G = ATG4B inh; H = PfGluPho inh
Cc1cccc(NC(=O)CNC(=O)c2cc(C3CC3)nn2-c2ccccc2)c1C
  A = 0.963	B = 3.1	C = 1	D = 3.7	E = -0.1	F = 13.6	G = 11.5	H = 0.6

Cc1ccc(C(=O)O/N=C(\N)c2ccccn2)c(C)c1
  A = 1.01	B = -5.2	C = 1.06	D = -0.6	E = -6.2	F = -1.1	G = -2.0	H = 9.1

Cc1ccc(S(=O)(=O)Nc2cccc(C(=O)NCC(c3ccco3)N3CCCCC3)c2)cc1F (configuration not stated)
  A = 1.05	B = -1.0	C = 0.907	D = -5.4	E = 9.3	F = -4.1	G = -8.5	H = -7.6

O=C(C[n+]1ccc(C(=O)N/N=C/c2ccc(Br)cc2)cc1)c1ccccc1
  A = 1.07	B = -3.1	C = 0.855	D = -6.9	E = 14.5	F = -4.6	G = 7.3	H = -17.0

Cc1noc(C)c1S(=O)(=O)Nc1ccc(C(=O)NC2CCCCC2C)cc1 (configuration not stated)
  A = 1.02	B = -3.9	C = 0.976	D = -2.0	E = 2.4	F = -1.1	G = -10.3	H = -13.8

Cc1ccnc(NCc2ccc(Cl)cc2)c1
  A = 1.01	B = 2.3	C = 1.04	D = -1.2	E = -4.2	F = -1.0	G = -4.9	H = 14.8

Cc1cc(C)n2nc(SCC(=O)N3CCN(c4ccc(F)cc4)CC3)nc2n1
  A = 0.98	B = 1.4	C = 0.991	D = 2.0	E = 0.9	F = -3.2	G = -2.3	H = 4.6

Cc1c(NC(=O)NC(=O)c2ccc(F)cc2)c(=O)n(-c2ccccc2)n1C
  A = 1.05	B = -2.8	C = 1.01	D = -5.4	E = -0.8	F = -3.7	G = -1.8	H = -17.6

CCOc1ccccc1NC(=O)/C=C/C(N)=O
  A = 1.22	B = 10.5	C = 1.01	D = -22.2	E = -1.3	F = -3.5	G = 3.3	H = 8.9

CCN(C(=O)CN1c2ccccc2CC1C)c1c(N)n(Cc2ccccc2)c(=O)[nH]c1=O (configuration not stated)
  A = 1.04	B = -9.2	C = 0.968	D = -4.5	E = 3.2	F = -2.0	G = -3.4	H = -6.1

COc1ccc(OC)c(/C=C/C(=O)c2ccc3c(c2)OCO3)c1
  A = 0.876	B = 1.9	C = 0.935	D = 12.4	E = 6.5	F = -4.4	G = 5.7	H = 2.2

COc1ccc(CCN2C(=O)c3cccc4c(C(=O)N5CCCCC5)ccc(c34)C2=O)cc1OC
  A = 0.964	B = 4.5	C = 0.966	D = 3.6	E = 3.4	F = -1.5	G = -13.9	H = 14.3

Nc1cc(C(=O)c2cccs2)ccc1Cl
  A = 0.72	B = 6.6	C = 0.919	D = 28.0	E = 8.1	F = -1.3	G = -1.8	H = 7.5

C=CCc1ccc(OCCCOc2ccc(C(=O)O)cc2)c(OC)c1
  A = 1.09	B = -5.9	C = 1.06	D = -9.2	E = -6.0	F = -4.7	G = -8.4	H = -21.3

CC(C)CN(C(=O)c1ccc([N+](=O)[O-])s1)c1c(N)n(Cc2ccccc2)c(=O)[nH]c1=O
  A = 1.16	B = 8.0	C = 0.953	D = -16.1	E = 4.7	F = 0.4	G = -7.9	H = 9.0

Cc1nn(C(C)C(=O)N2CCc3ccccc32)c(C)c1[N+](=O)[O-] (configuration not stated)
  A = 1.05	B = -8.6	C = 1.07	D = -5.1	E = -7.3	F = -1.1	G = -4.8	H = -4.1

CSc1nsc(SC)c1C(=O)Nc1ccc(Cl)cc1
  A = 1.03	B = -2.5	C = 0.95	D = -3.1	E = 5.0	F = 4.5	G = 4.2	H = 1.0

CCOc1ccc(OCC)c(NC(=O)CN2CCN(c3cc(C)ccc3C)CC2)c1
  A = 0.945	B = -1.4	C = 0.877	D = 5.5	E = 12.3	F = -1.9	G = 10.5	H = 27.1

CCN=C(Nc1ccc(Cl)cc1)c1cccnc1
  A = 0.881	B = -4.2	C = 1.05	D = 11.9	E = -5.4	F = 0.2	G = -2.0	H = -3.2

CCCCOc1ccc(N(CC(=O)NC2CCCC2)C(=O)CCC(=O)Nc2ccccn2)cc1
  A = 1.27	B = -5.3	C = 1.25	D = -26.7	E = -24.6	F = -2.3	G = 7.0	H = -12.6

Cc1cc(C)cc(-n2c3nc4ccccc4nc3c3c(=O)n(Cc4ccco4)cnc32)c1
  A = 1.31	B = -0.8	C = 1.02	D = -30.6	E = -2.2	F = 0.1	G = 6.4	H = 39.4

In another format: entries from further up
hIAP activ,HKDC1 inhibitor,mIAP activ,hIAP inh,mIAP block,APOBEC3A inh,ATG4B inh,PfGluPho inh,SMILES
0.963,3.1,1,3.7,-0.1,13.6,11.5,0.6,Cc1cccc(NC(=O)CNC(=O)c2cc(C3CC3)nn2-c2ccccc2)c1C
1.01,-5.2,1.06,-0.6,-6.2,-1.1,-2.0,9.1,Cc1ccc(C(=O)O/N=C(\N)c2ccccn2)c(C)c1
1.05,-1.0,0.907,-5.4,9.3,-4.1,-8.5,-7.6,Cc1ccc(S(=O)(=O)Nc2cccc(C(=O)NCC(c3ccco3)N3CCCCC3)c2)cc1F (configuration not stated)
1.07,-3.1,0.855,-6.9,14.5,-4.6,7.3,-17.0,O=C(C[n+]1ccc(C(=O)N/N=C/c2ccc(Br)cc2)cc1)c1ccccc1
1.02,-3.9,0.976,-2.0,2.4,-1.1,-10.3,-13.8,Cc1noc(C)c1S(=O)(=O)Nc1ccc(C(=O)NC2CCCCC2C)cc1 (configuration not stated)
1.01,2.3,1.04,-1.2,-4.2,-1.0,-4.9,14.8,Cc1ccnc(NCc2ccc(Cl)cc2)c1
0.98,1.4,0.991,2.0,0.9,-3.2,-2.3,4.6,Cc1cc(C)n2nc(SCC(=O)N3CCN(c4ccc(F)cc4)CC3)nc2n1
1.05,-2.8,1.01,-5.4,-0.8,-3.7,-1.8,-17.6,Cc1c(NC(=O)NC(=O)c2ccc(F)cc2)c(=O)n(-c2ccccc2)n1C
1.22,10.5,1.01,-22.2,-1.3,-3.5,3.3,8.9,CCOc1ccccc1NC(=O)/C=C/C(N)=O
1.04,-9.2,0.968,-4.5,3.2,-2.0,-3.4,-6.1,CCN(C(=O)CN1c2ccccc2CC1C)c1c(N)n(Cc2ccccc2)c(=O)[nH]c1=O (configuration not stated)
0.876,1.9,0.935,12.4,6.5,-4.4,5.7,2.2,COc1ccc(OC)c(/C=C/C(=O)c2ccc3c(c2)OCO3)c1
0.964,4.5,0.966,3.6,3.4,-1.5,-13.9,14.3,COc1ccc(CCN2C(=O)c3cccc4c(C(=O)N5CCCCC5)ccc(c34)C2=O)cc1OC
